Source: PubChem BioAssay
bCat nuc transl – beta-catenin nuclear translocation modulation; HeLa beta-catenin nuclear translocation, immunofluorescence imaging; nuclear translocation activity, % at 5 µM; hit rate 0.3% among 190,000; AID 1665;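 active = nuclear translocation activity above 50% at 5 µM, with a well cell count of 50 or more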;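 note: per-cell ratio of nuclear to cytoplasmic median beta-catenin stain intensity; plate controls were DMSO negative control for no effect and GSK-3 inhibitor IX positive control for full effect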
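System: HeLa cells, endogenous beta-catenin; compound dosing: 5 µM primary single dose, 0.1% DMSO, 0.02–20 µM confirmation series; incubation: 24 h compound exposure at 37°C, 5% CO2; signal: beta-catenin immunofluorescence imaging with DAPI; evaluation: % activation, nuclear-to-cytoplasmic median beta-catenin signal ratio per cell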
Lipid droplet – modulators of hepatic lipid droplet formation | AML12 mouse hepatocytes, oleate lipid droplets, BODIPY imaging | inhibition, % at 6.5 µM | hit rate 0.4% among 240,000 | AID 1656;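 active = lipid droplet intensity inhibited by at least 50%, with more than 500 cells counted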
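Test system: AML12 hepatocytes (mouse); reagent: oleate loading, 100 µM; dosing: one dose, 6.5 µM compound; incubation: overnight exposure; signal: fluorescence imaging, 20x objective, two fields per well; read-out basis: % inhibition of corrected integrated BODIPY droplet signal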
Ins promoter up – MIN6 insulin promoter up-regulation. MIN6 insulin promoter-GFP reporter, high-content imaging; stronger effect = higher value. z-score at 5 µM. hit rate 0.3% among 190,000;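 active = z-score above 3 at 5 µM with at least 500 cells counted in the well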
Myeloid diff MLP – myeloid differentiation induction; AID 624256; calls only at 10 µM; hit rate 1% among 360,000; ER-HoxA9 myeloid progenitors, lysozyme-GFP differentiation, flow cytometry;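 active = normalized GFP-positive differentiation at or above the plate's own cutoff, the solvent-only control mean plus 3 SD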;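 note: cells exposed to compound for four days before flow analysis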
MT stabilize HCS – microtubule stabilizers in HeLa cells. HeLa tubulin immunostaining HCS, 24 h; share of cells brighter than vehicle mean+2SD. % tubulin-high responders, % at 10 µM. hit rate 0.83% among 200,000;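 active = plate Z-score above 3 for both tubulin-high and condensed-nucleus cell shares, with cell loss under 80%, at 10 µM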;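 note: anti alpha tubulin signal scored within the nucleus-defined area of each cell; some results filed as inactive read as strong as hits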
TNAP activation fold – human TNAP enzyme activators, primary screen, biochemical, luminescent, no phosphate acceptor, uHTS (AID 1001). purified TNAP, luminescent activation assay, no phosphate acceptor; higher activation fold means a stronger effect. activation fold at 20 µM, or EC50 in µM where a hit was titrated. hit rate 0.03% among 200,000; in the data active = activation fold from about 3, or a potency from the dose series; inactive = the rest, 99 in 100 with activation fold below about 1.6; note: many of its hits are not listed in these tables
human PMI inhibition – MPI enzyme activity inhibition – biochemical, fluorescence intensity, coupled assay, primary screen (AID 1209) | one-dose inhibition, % at 20 µM; IC50 in µM for titrated hits | purified PMI enzyme, coupled fluorescence intensity; higher % means a stronger effect | hit rate 0.42% among 190,000; in the data active = inhibition above about 50%;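 note: plate controls were DMSO vehicle for no effect and wells lacking substrate for full effect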
Dynein cargo inh – blocks dynein driven cargo transport along microtubules; 3617.4 mouse cells, GR-EGFP nuclear translocation imaging; test concentration mostly 20 µM; stimulated with dexamethasone, 1 µM; stronger effect = lower value; hit rate 0.47% among 220,000; z-score, hits read low;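 active = plate z-score of nuclear minus cytoplasmic receptor signal below a set negative limit, without overly bright fluorescence or cell loss, cut at about -3.5 in these data, passing the limit was not always enough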;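 note: z-score of nuclear minus cytoplasmic ring GR-EGFP intensity difference per well; some compounds called inactive have numbers as strong as hits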
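Buffer or medium: Induction medium lacking tetracycline, stripped serum | Also added: Dexamethasone agonist, 1.0 µM final, for 30 min | Timing: 48 h induction, 1 h compound, 30 min dex at 37 °C | Detection: Formaldehyde fixation, Hoechst nuclear stain, 10x automated fluorescence imaging | Measure: Nuclear versus cytoplasmic GR-EGFP signal, averaged per well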
T cell HTS – T cell immune modulation candidate | 2C CD8+ T cell-vesicle binding, flow cytometry; stronger effect = lower value | calls only at 7 µM | hit rate 0.068% among 330,000;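 active = response, share of CD8 T cells binding vesicles, and their 90th percentile fluorescence all below set limits, cut at about 80% in these data, passing the limit was not always enough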
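Assay system: 2C TCR transgenic mouse naive CD8+ T cells, MACS-purified | Read-out: CD8+ gate FL2 mean fluorescence as % of same-row positive control | Signal: High-throughput flow cytometry with anti-B7-1 and anti-CD8 staining | Timing: Binding step 1.5 h, 37 °C, antibody labelling 20 min, ice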
Dynein cargo inh cytoplasmic EGFP – second read-out of Dynein cargo inh, no call of its own (marks repeat the call); z-score; measured here: cytoplasmic GR-EGFP intensity; stronger effect = higher value
Dynein cargo inh nuclear GR-EGFP – further read-out of Dynein cargo inh, marked with its call; z-score; measured here: nuclear GR-EGFP intensity;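 lower value marks the stronger effect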
Dynein cargo inh cell count – second read-out of Dynein cargo inh, no call of its own (marks repeat the call); z-score; measured here: cell count per field
Ins promoter up cell count – second read-out of Ins promoter up, no call of its own (marks repeat the call); cell count; measured here: cytotoxicity, nuclei count;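 total cells summed across four imaged fields per well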
Lipid droplet cells 6.5 µM – recorded beside Lipid droplet, whose call it bears; cell count; measured here: cell count, cytotoxicity flag;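 cells counted across two imaged fields per well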
bCat nuc transl cell count 5 µM – further read-out of bCat nuc transl, marked with its call; cell count; measured here: cell count, cytotoxicity flag
T cell HTS vesicle-bound % – also measured in T cell HTS; calls as there; double positive events, %; measured here: CD8+ vesicle-bound cell fraction;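 binding gate set so that unloaded-vesicle control wells show 10% double positive cells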
MT stabilize HCS Hoechst-high % – recorded beside MT stabilize HCS, whose call it bears; % Hoechst-high responders; measured here: nuclear condensation Hoechst responders;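 share of cells brighter than vehicle mean plus two SD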
MT stabilize HCS cytotoxicity % – second read-out of MT stabilize HCS, no call of its own (marks repeat the call); toxicity, %; measured here: cytotoxicity by cell density;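 0% = mean cell density of plate MIN control wells and 100% = no cells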
Myeloid diff MLP GFP+ MAC1+ % – further read-out of Myeloid diff MLP, marked with its call; GFP+ MAC1+ double positive, %; measured here: differentiation confirmed by MAC1 staining
* hit, by the source's call; i = inactive; . = not tested or not shown.

SMILES	bCat nuc transl	bCat nuc transl cell count 5 µM	Lipid droplet	Lipid droplet cells 6.5 µM	Ins promoter up	Ins promoter up cell count	Myeloid diff MLP	Myeloid diff MLP GFP+ MAC1+ %	MT stabilize HCS	MT stabilize HCS Hoechst-high %	MT stabilize HCS cytotoxicity %	TNAP activation fold	human PMI inhibition	Dynein cargo inh	Dynein cargo inh cytoplasmic EGFP	Dynein cargo inh nuclear GR-EGFP	Dynein cargo inh cell count	T cell HTS	T cell HTS vesicle-bound %
CCOCCn1c(=NC(=O)c2cc(Cl)sc2Cl)sc2cc(S(N)(=O)=O)ccc21	-2.1	903	7	650	-0.11	1415	.	.	3.1	3.7	7.1	1.1	6%	-0.048	-0.28	-0.24	0.79	i	50
CC(=O)c1ccc(OCC(=O)NC2CCS(=O)(=O)C2)cc1 (stereo not drawn)	-3.6	1381	.	.	0.07	1458	i	2.8	5.7	3.0	6.7	1.1	3%	-0.62	-0.27	-0.13	0.42	i	50
COc1ccc2nc(Cl)cc(Cl)c2c1	0.0	1325	3	716	-0.28	1013	i	0.2	.	.	.	.	.	0.22	-0.18	0.66	-0.67	i	41
COC(=O)C1C2C=CC(C3CC23)C1C(=O)OCC(=O)c1ccc(OC)cc1 (stereo not drawn)	-0.4	1075	-3	725	.	.	i	1.7	2.3	1.9	9.9	1.1	18%	-0.92	-0.35	-0.27	0.65	i	44
Cc1cc(=O)oc2cc(OCC3CC(c4ccccc4)=NO3)ccc12 (stereo not drawn)	-8.0	1116	-2	765	.	.	i	10	32	2.8	71	1.1	11%	-0.75	-0.35	-0.22	0.42	i	38
CCN(CC(=O)NC1CCS(=O)(=O)C1)S(=O)(=O)c1ccccc1 (stereo not drawn)	-1.1	1087	-7	483	2.8	1512	i	1.2	2.6	2.2	3.5	1.2	11%	-0.84	-0.12	-0.14	0.18	i	52
CC(=O)c1cc(CN2CCN(C3CCCCC3)C(CCO)C2)cs1 (stereo not drawn)	1.2	1074	-4	736	-0.14	1435	i	0.5	3.2	2.2	8.9	1	-1%	-0.23	-0.33	-0.26	1.1	i	60
COc1ccccc1NC(=O)N1CCCC1C(=O)NCc1ccc(F)cc1 (stereo not drawn)	-6.3	823	.	.	0.33	1213	i	2.8	5.2	2.8	12	1.1	-2%	0.093	-0.42	0.34	-0.23	i	47
C/C(=N\NC(=S)NCc1ccccc1)c1ccc2ccccc2c1OC(F)F	0.9	881	3	653	0.09	1533	i	0.0	1.8	2.1	6.4	1.2	10%	-0.38	-0.22	-0.41	-0.059	i	44
CCc1c(C)nc(N)nc1Cl	0.1	1266	-1	717	-0.24	1049	i	0.0	.	.	.	.	.	-0.69	-0.81	-0.58	0.39	i	41
Nn1c(Cc2cccc3ccccc23)nnc1SCc1ccccc1Cl	1.1	466	-35	711	1.4	1194	i	0.2	2.9	3.9	14	1.1	1%	-1	-0.3	-0.84	0.82	i	42
N#CC1(Cc2ccc(Cl)cc2)c2ccccc2C=CN1C(=O)c1ccccc1 (stereo not drawn)	-5.6	1127	-5	778	-0.71	771	i	0.5	1.8	0.6	6.0	1	-3%	0.38	-0.27	0.22	-0.53	i	48
Cc1ccc(C)c(OC2=NS(=O)(=O)c3ccccc32)c1	-0.6	1065	-5	761	.	.	i	0.2	0.9	1.6	5.3	1.1	-2%	-0.11	-0.34	-0.12	0.53	i	38
Nc1ccc(Oc2ccc3c(c2)C(=O)N(CC2CCCO2)C3=O)cc1 (stereo not drawn)	-1.2	1070	2	708	-0.08	1432	i	0.3	.	.	.	.	.	-0.094	-0.28	-0.068	0.16	i	22
CCOC(=O)c1sc2nc(CSc3ccccc3Cl)[nH]c(=O)c2c1C	-2.5	1045	-23	706	.	.	i	1.2	1.3	1.8	6.6	1	8%	1.1	-0.14	0.41	-0.02	i	29
Cc1cc(=O)oc(C)c1C(=O)NCCN1CCOCC1	0.1	1131	.	.	0.48	1289	i	0.8	5.2	3.2	6.8	1.1	5%	-0.26	-0.081	0.13	0.047	i	53
CC(C)CCNS(=O)(=O)c1ccc(-c2ccc(S(=O)(=O)NCCC(C)C)cc2)cc1	-1.3	1244	2	801	-0.23	948	i	1.1	1.5	1.6	8.8	1.1	-14%	-1	-0.23	-0.53	0.42	i	42
O=C(Nc1cccnc1)c1ccccc1F	-5.3	1005	.	.	0.7	1452	i	1.2	3.9	1.6	0.4	1.1	-5%	0.47	-0.12	0.56	-0.16	i	21
Cc1ccc(/C=N/NC(=O)CCCOc2ccc(Cl)cc2Cl)cc1[N+](=O)[O-]	0.7	1127	0	796	-0.22	973	i	1.0	2.0	2.3	10	0.9	8%	-0.87	0.33	-0.14	0.42	i	6
COc1ccc(NC(=S)NNC(=O)OC(C)(C)C)cc1OC	.	.	10	770	.	.	i	1.1	2.9	1.6	0.5	1.2	3%	0.23	-0.19	0.25	0.71	i	42
COc1ccc(OC)c(-n2c(=S)[nH]c3cc(C(=O)NCCCN4CCCC4=O)ccc3c2=O)c1	-0.4	921	.	.	0.33	1248	.	.	2.5	1.6	6.8	1	4%	3.8	0.063	2.1	-2.9	i	22
C/C(=N\N1CCN(c2ccc(Cl)cc2)CC1)c1ccco1	1.4	898	-17	583	-0.35	1221	i	1.3	1.5	3.3	8.0	1.2	8%	-0.37	-0.3	-0.61	1.2	i	8
O=C(NCCc1ccccc1)c1nc(-c2cccs2)no1	1.5	1491	-88	456	-0.12	1433	i	0.3	4.4	1.8	5.9	1	5%	0.13	-0.31	0.37	-0.22	i	52
COc1ccc(-c2cc(C(F)(F)F)nc(N3CCCCCC3)n2)cc1	-1.0	1414	.	.	-0.07	1501	i	1.3	2.3	2.1	5.4	1	16%	-0.69	-0.39	-0.39	0.74	i	52
O=C(CS(=O)(=O)c1ccccc1)Nc1nc(-c2ccc(F)cc2)cs1	.	.	-1	717	-0.21	1173	i	0.4	1.8	1.7	2.9	1.1	9%	-0.53	-0.19	-0.25	0.95	i	30
Cc1ccc(C2(C)NC(=O)N(CCOc3ccccc3)C2=O)cc1 (stereo not drawn)	-0.5	1335	.	.	0.43	1555	i	1.0	1.9	1.6	10	1	-4%	-0.53	-0.21	-0.077	-0.082	i	56
Cc1ccc(C(=O)Nc2cccnc2)cc1NC(=O)c1ccco1	-3.8	1209	-1	775	0.29	878	i	0.8	3.0	2.8	2.7	1.1	6%	-0.33	0.43	-0.25	1.2	i	28
COC(=O)/C(=C\Nc1ccc(Oc2ccc(F)cc2F)nc1)NC(=O)c1ccccc1	1.6	1299	-2	721	0.57	1040	i	0.6	.	.	.	.	.	-0.062	-0.22	-0.13	0.91	i	51
CCOC1=NC(C(=O)O)c2ccccc2/C(=C(/C)Cl)N1 (stereo not drawn)	-3.9	823	.	.	.	.	i	0.7	4.8	3.5	9.1	1.1	5%	1.1	-0.32	0.037	0.31	i	18
O=C(CCc1nc2ccccc2c(=O)[nH]1)NCc1cccc(Cl)c1	2.2	1164	6	760	.	.	i	0.7	1.7	1.3	15	1.1	4%	0.1	0.28	0.17	0.42	i	10
CC1(C)CC(O)(CNCc2ccc3c(c2)OCO3)CCO1 (stereo not drawn)	1.5	1228	.	.	-1.3	1480	i	0.7	3.5	1.5	8.9	0.9	-14%	-0.43	-0.23	-0.9	1.1	i	15
O=C(CNS(=O)(=O)c1ccccc1)NCc1ccccn1	0.2	1065	-5	678	-0.04	1851	i	4.9	4.0	3.6	9.4	1	3%	1.8	-0.26	0.91	-0.94	i	33
COc1ccc(C(=O)NC(=S)N(C)Cc2ccccc2)cc1Br	0.7	1581	6	734	0.71	1390	i	0.5	4.0	1.5	11	1.1	4%	-1.2	0.38	-0.42	0.63	i	51
CNC(=O)/C(C#N)=C/c1c(N2CC(C)OC(C)C2)nc2ccccn2c1=O (stereo not drawn)	-3.6	584	1	664	0.09	1286	i	0.4	2.0	2.9	5.1	1	-4%	-0.63	-0.29	-0.58	0.94	i	20

Not a retest: an excerpt of the list.
SMILES	bCat nuc transl	bCat nuc transl cell count 5 µM	Lipid droplet	Lipid droplet cells 6.5 µM	Ins promoter up	Ins promoter up cell count	Myeloid diff MLP	Myeloid diff MLP GFP+ MAC1+ %	MT stabilize HCS	MT stabilize HCS Hoechst-high %	MT stabilize HCS cytotoxicity %	TNAP activation fold	human PMI inhibition	Dynein cargo inh	Dynein cargo inh cytoplasmic EGFP	Dynein cargo inh nuclear GR-EGFP	Dynein cargo inh cell count	T cell HTS	T cell HTS vesicle-bound %
O=C(CCc1nc2ccccc2c(=O)[nH]1)NCc1cccc(Cl)c1	2.2	1164	6	760	.	.	i	0.7	1.7	1.3	15	1.1	4%	0.1	0.28	0.17	0.42	i	10
CC1(C)CC(O)(CNCc2ccc3c(c2)OCO3)CCO1 (stereo not drawn)	1.5	1228	.	.	-1.3	1480	i	0.7	3.5	1.5	8.9	0.9	-14%	-0.43	-0.23	-0.9	1.1	i	15
